ssDAF-12 act: S. stercoralis DAF-12 activation, primary screen | 370,000 tested, 1% active | activation, % at 6.8 µM | AID 652126 | HEK293 ssDAF-12/GRIP1 lit1-tk-luc reporter, luminescence; % of 3 µM dafachronic acid response;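 active = activation above the mean over all tested compounds plus 3 SD, cut at about 0.9% in these data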;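 note: 0% = DMSO-only wells and 100% = 3 µM delta7-dafachronic acid wells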
GC-B act: GC-B (human) receptor activation | HEK293-GC-B cells, CNP EC30, cGMP TR-FRET; 0% at EC30 CNP, 100% saturating CNP | AID 1920062 | 370,000 tested, 0.11% active | activation, % at 10 µM;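 active = activation at 10 µM reaching about 35% in either raw or pattern-adjusted values, limit read from the data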
NPR1 activator: GC-A (human) enzyme activation | activation, % at 10 µM | AID 1671463 | 370,000 tested, 0.14% active | HEK293 GC-A cells, cGMP TR-FRET, EC30 ANP; 0% at EC30 ANP, 100% saturating ANP; in the data active = activation above about 40%
hcDAF12 agonist: activates DAF-12 receptor from parasite H. contortus. HEK293 hcDAF-12 lit1-tk-luc reporter, luminescence; 0% DMSO, 100% Δ7-dafachronic acid. activation, % at 6.8 µM. 370,000 tested, 1.4% active. AID 652067;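 active = activation above the mean of all tested compounds plus 3 SD, cut at about 5.5% in these data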;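 note: 100% = response to 3 µM Δ7-dafachronic acid high control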
DAX1 inh-1: blocks DAX1 repression of SF-1 activated StAR promoter | HEK293T StAR-luciferase reporter, SF-1/DAX-1 repression relief | inhibition, % at 6.8 µM | 370,000 tested, 1.1% active | AID 652010;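 active = inhibition above the mean over all tested compounds plus 3 SD, cut at about 3.6% in these data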;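 note: 0% = DAX-1 cells with DMSO and 100% = cells lacking DAX-1 with DMSO; higher inhibition means more luminescence from relief of DAX-1 repression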
SMARCA2 activ: increases SMARCA2 function in MMTV reporter cells. activation, % at 9.1 µM. 370,000 tested, 1% active. AID 652017. MG213 cells, MMTV-luciferase reporter, dexamethasone, overnight; in the data active = activation above about 7.8%;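 note: 0% = vehicle wells and 100% = reference activator wells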
GAA850 FXN act: increases GAA850 frataxin promoter reporter activity. activation, % at 6 µM. 360,000 tested, 0.56% active. HEK293 lucGAA850 FXN promoter luciferase reporter, 24 h; percent of 10 µM SAHA response;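 active = activation above the average of all compounds screened plus 3 SD, cutoff fixed separately per campaign, cut at about 7.5% in these data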;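 note: 0% = DMSO wells and 100% = 10 µM SAHA wells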
DAX1 inh-2: inhibitors of human orphan nuclear receptor DAX1 (NR0B1). P51843. HEK293 Gal4-DAX1 luciferase reporter, luminescence. inhibition, % at 6.75 µM. 340,000 tested, 0.99% active. AID 504766;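 active = inhibition above the mean over all tested compounds plus 3 SD, cut at about 4.2% in these data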;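 note: 0% = DAX1-transfected cells with DMSO and 100% = empty-vector control cells with DMSO; inhibition shows as a rise in luminescence from relieved DAX1 repression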
hgDAF-12 ag: hgDAF-12 agonism, primary luciferase screen. AID 687014. HEK293 GAL4-hgDAF12 UAS-luciferase reporter, agonist luminescence; normalized to butyrate control. 370,000 tested, 1.8% active. activation, % at 6.8 µM;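 active = activation above a cutoff set at the mean of all screened compounds plus 3 SD, cut at about 10% in these data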;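 note: 0% = DMSO wells and 100% = sodium butyrate wells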
sPLA2-III inh: Inhibits HGIII-sPLA2 liposome hydrolysis, primary screen | 370,000 tested, 0.56% active | inhibition, % at 12.2 µM | QFRET BODIPY PC-A2 liposome hydrolysis, fluorescence;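 active = inhibition above mean plus 3 SD of compounds lying within the high and low control bounds, cut at about 19% in these data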;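 note: 0% = median of test compound wells and 100% = no enzyme DMSO wells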
Target sequence (Q9NZ20 whole entry, looked up): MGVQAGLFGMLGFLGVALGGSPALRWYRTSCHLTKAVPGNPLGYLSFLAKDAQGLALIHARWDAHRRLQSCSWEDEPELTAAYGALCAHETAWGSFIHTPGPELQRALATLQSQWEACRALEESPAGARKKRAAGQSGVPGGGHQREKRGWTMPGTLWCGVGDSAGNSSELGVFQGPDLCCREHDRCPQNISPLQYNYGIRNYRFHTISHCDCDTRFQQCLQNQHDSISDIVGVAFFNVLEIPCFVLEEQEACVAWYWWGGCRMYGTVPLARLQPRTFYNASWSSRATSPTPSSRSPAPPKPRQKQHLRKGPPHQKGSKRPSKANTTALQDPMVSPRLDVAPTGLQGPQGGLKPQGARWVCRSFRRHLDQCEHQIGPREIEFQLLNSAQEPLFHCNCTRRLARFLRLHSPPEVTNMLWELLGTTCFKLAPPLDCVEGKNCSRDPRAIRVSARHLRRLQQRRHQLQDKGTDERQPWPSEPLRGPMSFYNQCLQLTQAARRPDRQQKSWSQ
ADAM10 inh: inhibitors of human ADAM10; O14672; recombinant ADAM10, EDANS/DABCYL FRET peptide cleavage, 3 h; inhibition, % at 7 µM; 370,000 tested, 0.62% active; AID 720582;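 active = inhibition above a per-campaign cutoff equal to the mean of compounds falling between control-based bounds plus 3 SD, cut at about 20% in these data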;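 note: 0% = DMSO wells while the 100% control is not disclosed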
Target sequence (O14672 214-748 limits assumed): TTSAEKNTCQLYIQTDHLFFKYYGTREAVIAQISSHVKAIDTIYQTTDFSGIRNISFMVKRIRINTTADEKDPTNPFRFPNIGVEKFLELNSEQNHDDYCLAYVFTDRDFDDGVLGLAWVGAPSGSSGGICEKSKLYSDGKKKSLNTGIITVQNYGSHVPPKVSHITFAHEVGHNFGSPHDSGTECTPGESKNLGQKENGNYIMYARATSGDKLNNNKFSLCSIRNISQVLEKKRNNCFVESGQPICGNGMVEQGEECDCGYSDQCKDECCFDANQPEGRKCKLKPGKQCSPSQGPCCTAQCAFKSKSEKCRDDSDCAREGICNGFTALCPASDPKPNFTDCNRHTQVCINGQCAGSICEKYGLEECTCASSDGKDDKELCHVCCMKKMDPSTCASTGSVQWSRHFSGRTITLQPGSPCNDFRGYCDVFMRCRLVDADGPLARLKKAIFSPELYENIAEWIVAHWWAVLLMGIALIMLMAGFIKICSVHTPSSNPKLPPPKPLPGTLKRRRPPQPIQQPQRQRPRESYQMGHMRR
An asterisk follows results filed as active; i = inactive; · = no result given; & = joins results of further samples. Compounds as they come; about 6.6% have a hit in one of these screens.

SMILES	ssDAF-12 act	GC-B act	NPR1 activator	hcDAF12 agonist	DAX1 inh-1	SMARCA2 activ	GAA850 FXN act	DAX1 inh-2	hgDAF-12 ag	sPLA2-III inh	ADAM10 inh
CCCCCCS(=O)Cc1ccccc1 (centres undefined)	-0.9	-1	1	-0.2	-0.5	0	0.7	0.2	1.3	-1	1
Cc1ccnc(Cc2ccccc2)n1	-1.4	2	-1	-0.8	0.2	-4	1.2	0.3	-0.6	-3	0
CCOC(OCC)P(=O)(c1ccccc1)c1ccccc1	-0.8	5	-8	0.8	0.1	5	-1.7	-1.0	0.5	1	2
O=C(c1cccs1)N1CCN(C(=O)c2ccco2)c2ccccc2C1	-1.0	3	-2	-1.1	-0.1	1	1.9	1.7	0.6	2	11
O=[N+]([O-])c1ccc(N2CCCC2)cc1NCc1ccccc1	-1.2	7	10	-1.9	-0.8	0	3.0	0.6	-1.9	11	5
c1ccc(-c2nn[nH]n2)cc1	-1.2	2	-1	0.7	-0.3	2	0.7	1.3	-1.6	2	-4
CCCC(=O)N/N=C1\CS(=O)(=O)N(C)c2ccsc21	-0.2	-1	3	1.3	0.4	-3	1.6	0.2	-0.1	-4	-7
CC(NC(=O)c1cc(Br)ccc1Br)c1ccccc1 (centres undefined)	-1.4	0	1	0.6	-0.3	-3	·	·	0.3	2	-7
CC(C)NC(=O)CN1C(=O)C(=O)c2ccccc21	-0.8	3	-2	-0.8	-0.5	7	-1.9	0.4	-0.2	3	1
CCCCCC(=O)N1C[C@H](n2cc(C3CC3)nn2)[C@@H](O)C[C@@H]1c1ccc(Cl)cc1	-1.3	-8	-6	-2.2	0.7	-1	-2.3	-0.2	-1.0	-11	-2
CCc1cccc(CC)c1-n1c(SCC(=O)N2CCc3ccccc3C2)nnc1-c1cccnc1	-1.9	-16	-15	-3.1	0.2	-3	0.2	-1.0	-2.8	-7	3
COc1ccc(C(=O)/C=C/c2ccccc2)c(OC)c1	-0.7	-8	3	-2.2	-3.4	5	0.1	-2.2	1.7	-4	-1
Cc1ccc(Cn2nnc3c(=O)n(CC(=O)OCc4ccccc4)cnc32)cc1	-1.2	15	16	0.5	0.2	4	4.0	-0.5	-0.8	-4	9
CN1CCN(c2nc(Nc3ccccc3)nc(N)c2[N+](=O)[O-])CC1	-1.5	-1	5	-1.2	-0.4	0	1.8	-0.8	-3.1	0	7
Cc1cccc(C)c1NC(=O)C(c1ccccc1)N1CCN(C(=O)c2ccco2)CC1 (centres undefined)	-0.2	2	-4	-1.7	0.0	-2	1.4	-0.1	0.1	2	-3
COc1cc(NS(=O)(=O)c2ccc(F)cc2)c(OC)cc1NC(C)=O	-1.6	-1	9	-0.6	0.3	-1	-0.1	-0.6	0.8	6	3
COc1ccc(/C=N/NC(=O)c2ccn[nH]2)cc1CN1CCOCC1	-0.6	4	1	1.0	-0.1	3	-1.0	2.9	2.2	-1	2
COCc1cc(=O)[nH]c(/N=C(\N)Nc2ccccc2C)n1	-0.7	-3	-1	-0.8	-0.1	1	-0.2	1.0	-0.5	4	1
N#CC1=C(N)Oc2c(ccc3cccnc23)C1c1cccnc1 (centres undefined)	-1.0	1	0	-1.9	-0.7	-3	-5.6	-1.0	-0.9	-4	-126
CCC(C)[C@H](NC(=O)Nc1cccc(Br)c1)C(=O)OC (some centres undefined)	-1.6	2	-4	0.1	-0.1	-2	0.6	0.9	-3.4	-3	0
O=C(C1=NN(c2ccccc2)C2C(=O)N(c3ccccc3Cl)C(=O)C12)c1ccccc1 (centres undefined)	-1.5	1	9	2.4	-0.1	-1	-2.2	1.1	3.1	-30	-1
COc1ccc(NC(=O)Nc2ccc3c(c2)C(=O)N([C@H](C)CO)C[C@H](C)[C@@H](CN(C)C(=O)NC2CCCCC2)O3)cc1	-0.5	3	8	-1.1	0.6	-2	-0.9	1.0	-4.7	-2	-18
CCOC(=O)Cn1nnc(-c2cccc(OC)c2)n1	-1.4	-3	1	0.1	-0.2	3	0.0	1.0	2.0	-3	6
CNC(=O)c1cc(S(=O)(=O)NC2CCCCCC2)ccc1C	-1.3	1	5	-0.3	0.3	-2	-1.2	0.8	-1.8	6	-11
CC(C)N(Cc1nc(-c2ccccc2)no1)C(=O)CN1C(=O)c2ccccc2C1=O	-1.8	-4	-3	-2.3	0.2	0	-0.2	-0.6	-1.3	4	13
(next part)
SMILES	ssDAF-12 act	GC-B act	NPR1 activator	hcDAF12 agonist	DAX1 inh-1	SMARCA2 activ	GAA850 FXN act	DAX1 inh-2	hgDAF-12 ag	sPLA2-III inh	ADAM10 inh
Cc1ccc(-c2ccc(OC(=O)c3ccc(=O)[nH]c3)c(C)c2)cc1	-1.6	-10	1	-0.9	0.0	2	-0.2	-1.2	4.6	-25	9
CCCS(=O)(=O)NC(=O)C1(C)CCCN(C(=O)c2cc(C(C)(C)C)nn2C)C1 (centres undefined)	-1.6	3	2	-1.4	1.0	-1	0.7	·	-2.6	4	-11
COc1cc(-c2csc(N3CCC(C(N)=O)CC3)n2)cc(OC)c1OC	-1.4	-4	0	-0.8	·	·	·	·	-0.2	5	-8
COc1ccc(NC(=O)CN(C)CC(=O)Nc2cccc(C(C)=O)c2)cc1	-0.4	-3	0	0.1	0.0	-2	-0.2	1.3	-1.3	-3	-3
CCOc1ccc(S(=O)(=O)Nc2cc(NS(=O)(=O)c3ccc(OCC)cc3)cc(C(=O)O)c2)cc1	-1.2	0	-2	0.0	-1.3	-1	0.1	0.6	0.9	-17	3
COc1ccccc1N1CCN(CCN(C(=O)C2CCCCC2)c2ccccn2)CC1	-1.7&-1.6	3&-2	5&1	-3.6&-2.5	-0.4&-1.0	-4&0	-0.2&-0.6	-0.8&-0.8	-2.5&0.5	3&0	-11&3
C=CCOc1ccccc1/C=C/C(=O)O	-1.5	3	-2	-0.2	0.4	0	-0.7	0.0	0.4	1	-5
O=C(COc1ccc(S(=O)(=O)NC2CCCCC2)cc1)N1CCN(c2ccc(F)cc2)CC1	-1.0	-6	-4	-0.6	-0.4	-5	-1.5	0.1	1.2	-2	-8
CC(C)CC(=O)N1CCc2cc(S(=O)(=O)N(C)Cc3ccco3)ccc21	-1.4	-5	-4	-3.2	1.1	-4	·	·	-1.9	1	-11
COc1ccc(C)cc1CN1C(=O)c2ccccc2C1=O	-1.2	-5	-5	-2.9	0.2	-2	1.0	-1.7	1.5	-1	-1
Cc1cccc2nc(CSc3ncccc3C(=O)O)cn12	-0.9	1	5	0.9	-0.8	0	0.1	-0.1	1.6	-4	-1
CCOc1ccc(Nc2cc(C)nc3c(C)cccc23)cc1	-1.8	3	12	-2.4	0.3	-1	1.0	4.9*	-2.1	-4	-2
O=c1c2ccccc2nc(COc2ccccc2)n1/N=C/c1ccco1	-1.3	4	3	0.9	-0.3	3	6.1	0.5	3.4	-1	-11
O=C(O)CCc1nc(-c2cccs2)no1	-0.3	2	0	0.5	-0.1	0	3.1	-0.3	1.2	-2	-2
O=C(O)CN1C2=NCCCN2c2ccccc21	-0.7	3	0	-1.1	0.1	-1	0.0	0.2	-1.8	1	2
O=C(COC(=O)[C@@H]1CC(O)CN1S(=O)(=O)c1ccc([N+](=O)[O-])cc1)NC12CC3CC(CC(C3)C1)C2 (some centres undefined)	-1.9	0	1	0.8	-0.5	1	0.8	-1.2	2.1	-10	5
O=C(Nc1ccc(F)cc1F)C1CCN(S(=O)(=O)c2cccnc2)CC1	-1.4	1	2	-1.1	-0.1	8.3*	1.2	3.2	-0.2	-6	5
C[C@]12C=CC(=O)C=C1CC[C@@H]1[C@@H]2[C@@H](O)C[C@@]2(C)[C@H]1CC[C@]2(O)C(=O)COC(=O)CCC(=O)O	-1.2	4	0	0.8	0.9	-5	2.5	0.7	2.2	4	-8
Cc1nc2ccccn2c(=O)c1NC(=O)c1ccc(Br)o1	0.4	11	-1	-0.5	-0.2	4	-0.8	1.0	-4.5	-1	-2
Cc1occc1C(=O)/C(C#N)=C/c1ccc(O)c(Br)c1	-0.5	-1	-1	-1.3	-0.1	0	1.8	0.1	2.6	-13	-5
O=C(NC1CCCCC1)C1COc2ccccc2O1 (centres undefined)	-0.9	-4	2	-1.8	-0.4	1	1.6	-0.9	2.4	3	4
CCOCC(=O)Nc1cc(C(=O)OC)ccc1C(=O)OC	-1.4	0	2	-0.7	-0.8	3	-0.3	-0.6	0.7	4	-64
COc1cccc(CN2CCN(Cc3cc(OC)c(OC)cc3OC)CC2)c1	-1.2	1	-2	0.3	0.5	3	-2.3	0.0	0.5	0	3
COc1ccc(CC(=O)Nc2ccccc2C(C)=O)cc1S(=O)(=O)N1CCOCC1	-0.5	0	1	-0.2	-1.3	-3	1.3	-0.7	2.4	0	-61
COc1ccc(NC(=O)C2CCOC2=O)cc1 (centres undefined)	-1.6	-4	-1	-0.6	0.0	6	0.9	-0.9	-1.2	-7	6
Following part
SMILES	ssDAF-12 act	GC-B act	NPR1 activator	hcDAF12 agonist	DAX1 inh-1	SMARCA2 activ	GAA850 FXN act	DAX1 inh-2	hgDAF-12 ag	sPLA2-III inh	ADAM10 inh
CC(=O)C1=C(C)NC(SCC(=O)c2ccccc2)=C(C#N)C1CC(C)C (centres undefined)	-0.9	9	23	-1.1	-0.1	2	0.9	-0.2	-0.3	-23	2
CN(Cc1ccccc1)C(=O)COC(=O)Cc1ccc(Cl)cc1	-0.8	-1	1	-0.2	-0.9	0	-1.2	1.6	-4.2	-3	-5
Cc1cccc(C)c1OCC(=O)Nc1ccc(NC(=O)c2ccco2)cc1	-2.5	4	0	-3.0	0.5	0	2.8	-1.1	-0.9	-7	-12
O=C(CN1CCN(c2ccccn2)CC1)NC(=O)NC1CCCCC1	-1.4	2	3	-2.0	0.8	0	-0.1	-0.5	-2.3	-1	7
CCOc1ccc(NC(=O)N(c2ccccc2)c2ccccc2)cc1	-0.5	-1	-3	-0.3	-0.2	-2	0.8	-0.9	0.0	3	-9
Cc1ccc2nc(C3CCCCC3)c(Cc3ccccc3C(F)(F)F)n2c1	-0.5	-3	-4	-0.7	0.1	-3	·	·	-1.0	7	-20
O=C(Oc1ccc2ccc(=O)oc2c1)c1cccs1	-1.5	-6	4	-2.9	0.0	-1	2.5	-0.1	-1.1	-2	i
CC(=O)N1CCC2(CC1)C(C#N)=C(N)OC1=C2C(=O)CC(C)(C)C1	-1.4	-1	-2	2.9	0.5	0	1.6	-0.4	1.4	1	-7
O=C(c1ccc2c(=O)n(Cc3ccccc3)c(=S)[nH]c2c1)N1CCCC1	-0.4	2	11	0.3	-0.3	1	-0.3	-0.2	2.9	6	12
Cc1nn(CCO)c(N)c1C1(O)C(=O)Nc2c(Cl)cc(Cl)cc21 (centres undefined)	-1.5	6	-1	1.5	0.0	-1	-0.4	-0.4	-1.7	-1	-23
COC(=O)C1CCN(C(=O)/C=C/c2ccc3c(c2)OCO3)CC1	0.1	-5	-3	-0.3	0.3	5	3.0	4.1	8.8	-3	-59
COc1ccc(NC(=O)Nc2cc3oc4ccccc4c3cc2OC)cc1	-0.8	-1	-2	1.6	-0.1	-3	0.3	-0.6	2.6	0	-44
